Assay outcomes from PubChem BioAssay.
AGP1-GFP MLPCN = alters AGP1-GFP fluorescence in TOR pathway yeast screen. GFP response vs DMSO, % at 10 µM. 320,000 compounds, 0.02% hits. S. cerevisiae AGP1-GFP multiplex flow cytometry, 3 h; GFP as percent of DMSO wells;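 active = GFP response relative to DMSO above a set limit, near screen average plus 3 SD, cut at about 150% in these data; inconclusive = fewer than 70 cells counted for the yeast strain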;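 note: median GFP channel fluorescence of the gated AGP1 strain per well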
GLD-1 TGE inh = GLD-1-TGE RNA interaction inhibition (C. elegans); Q17339; purified GLD-1 + fluorescein TGE RNA, fluorescence polarization; inhibition, % at 5.96 µM; 320,000 compounds, 0.44% hits;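 active = percent inhibition above a per-plate cutoff, the plate mean of test compounds plus 3 SD, cut at about 30% in these data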;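 note: 0% = DMSO wells with GLD-1 and probe and 100% = wells lacking GLD-1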
MCL1 BIM primary = inhibitors of human MCL1 binding to BIM-BH3 peptide; 320,000 compounds, 0.68% hits; inhibition, % at 10.9 µM; GST-MCL1 / FITC-Bim-BH3 fluorescence polarization; AID 2057; Q07820;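 active = inhibition above the mean inhibition of all tested compounds plus 3 SD, set per campaign, cut at about 40% in these data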;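 note: 0% = DMSO wells and 100% = unlabeled Bim-BH3 peptide control; higher means more loss of mP so more displacement of Bim peptide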
Target sequence (Q07820 whole entry, looked up): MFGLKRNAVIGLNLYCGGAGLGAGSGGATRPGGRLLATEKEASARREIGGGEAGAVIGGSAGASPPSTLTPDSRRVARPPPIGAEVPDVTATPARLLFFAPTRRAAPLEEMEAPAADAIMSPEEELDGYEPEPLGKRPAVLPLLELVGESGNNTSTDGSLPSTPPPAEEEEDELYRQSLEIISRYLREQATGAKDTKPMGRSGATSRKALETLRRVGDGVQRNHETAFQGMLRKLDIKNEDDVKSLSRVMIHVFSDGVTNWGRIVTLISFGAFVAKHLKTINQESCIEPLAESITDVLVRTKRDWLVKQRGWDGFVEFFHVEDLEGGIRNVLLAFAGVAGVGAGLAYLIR
MEX-5 binding = C. elegans MEX-5 TCR-2 RNA binding activity; Q9XUB2; AID 1832; activity score (negative = inhibition of binding), % at 10 µM; 300,000 compounds, 0.38% hits; MEX-5/FITC-TCR2 RNA binding, fluorescence polarization; active compounds read low;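 active = inhibition past about -25% in most replicates, and total fluorescence under double the plate's negative control median, limit read from the data; inconclusive = replicates evenly split on the limit, or fluorescence at least double controls; inactive = too little inhibition in most replicates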;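 note: 0% = DMSO and -100% = 5 µM competing unlabeled TCR2 RNA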
Target sequence (Q9XUB2 whole entry, looked up): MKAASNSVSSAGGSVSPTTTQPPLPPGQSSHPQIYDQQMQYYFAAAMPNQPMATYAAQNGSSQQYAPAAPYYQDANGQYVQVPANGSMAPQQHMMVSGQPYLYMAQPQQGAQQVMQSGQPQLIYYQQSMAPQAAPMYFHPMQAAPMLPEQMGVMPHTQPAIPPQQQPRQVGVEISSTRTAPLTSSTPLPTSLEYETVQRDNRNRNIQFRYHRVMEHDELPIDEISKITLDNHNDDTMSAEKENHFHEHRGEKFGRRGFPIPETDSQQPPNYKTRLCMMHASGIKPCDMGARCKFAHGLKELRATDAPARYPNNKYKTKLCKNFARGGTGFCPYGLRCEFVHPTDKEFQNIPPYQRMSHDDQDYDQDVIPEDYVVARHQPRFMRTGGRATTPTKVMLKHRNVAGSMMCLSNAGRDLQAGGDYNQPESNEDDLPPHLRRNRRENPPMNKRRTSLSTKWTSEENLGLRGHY
BCLXL inh = inhibitors of human Bcl-xL; inhibition, % at 10.9 µM; GST-Bcl-xL / FITC-Bim BH3 peptide fluorescence polarization; Q07817; 320,000 compounds, 0.7% hits; AID 2129;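 active = inhibition above the mean of all tested compounds plus 3 SD, cutoff set per campaign, cut at about 30% in these data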;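 note: 0% = DMSO wells and 100% = unlabeled Bim-BH3 peptide competitor; inhibitors lower millipolarization by displacing the labeled peptide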
Target sequence (Q07817 whole entry, looked up): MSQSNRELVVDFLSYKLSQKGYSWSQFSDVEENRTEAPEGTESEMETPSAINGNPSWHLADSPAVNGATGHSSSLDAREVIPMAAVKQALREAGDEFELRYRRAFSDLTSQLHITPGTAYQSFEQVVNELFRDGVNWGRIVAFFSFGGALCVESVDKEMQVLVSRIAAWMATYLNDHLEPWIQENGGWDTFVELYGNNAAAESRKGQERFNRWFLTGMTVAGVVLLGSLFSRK
CR mimetic SO = caloric restriction mimetics inhibiting age-related superoxide in yeast | S. cerevisiae aged cells, superoxide DHE fluorescence; active compounds read low | superoxide response (% of plate mean), % at 10 µM | 330,000 compounds, 0.18% hits;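 active = superoxide response under a set limit, about three screen SD below normal, cut at about 65% in these data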;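 note: yeast aged for seven days with compound at 30 °C before DHE staining; 100% = average MFI of all compound-treated wells on the plate with controls excluded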
GRK2 inh = blocks RNA aptamer binding to human GRK2 | P25098 | bead flow cytometry, FAM-aptamer displacement from GRK2 | inhibition of aptamer binding, % at 10 µM | 330,000 compounds, 0.59% hits | AID 488847;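 active = inhibition of aptamer binding above 40%, roughly 3 SD of noise, on plates passing a quality check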;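 note: median bead fluorescence of bound FAM aptamer so fluorescent compounds give negative values; no value below 0 was filed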
VLA-4 inh = inhibition in a human VLA-4 binding assay | inhibition, % (about 7 µM as worked out from the volumes in the protocol) | 330,000 compounds, 0.2% hits | P13612 | VLA-4 expressing cells, ligand binding flow cytometry; in the data active = inhibition above about 50%
CIT2-GFP yeast = modulators of TOR pathway CIT2-GFP in S. cerevisiae; S. cerevisiae CIT2-GFP strain, flow cytometry, 3 h; 100 means same as DMSO wells; GFP response vs DMSO, % at 10 µM; 320,000 compounds, 0.065% hits; AID 2029;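 active = GFP response relative to DMSO above a set limit, near the screen mean plus 3 SD, cut at about 150% in these data; inconclusive = Fewer than 70 cells measured for a yeast strain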;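 note: ratio of well median GFP fluorescence to mean of DMSO wells on the plate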
The depositor's hits bear a star; ? = inconclusive; . = no result given.

SMILES	AGP1-GFP MLPCN	GLD-1 TGE inh	MCL1 BIM primary	MEX-5 binding	BCLXL inh	CR mimetic SO	GRK2 inh	VLA-4 inh	CIT2-GFP yeast
N#CC1=C(N)N(c2ccccc2C#N)C2=C(C(=O)CCC2)C1c1ccsc1 (centres undefined)	102	5	21	-1.8	20	97	3	-1	94
O=C(COC(=O)CNC(=O)c1ccccc1)Nc1nnc(-c2ccccc2)o1	106	-1	-6	1.1	-9	98	0	22	103
CC(C)(C)c1nc(SCC(=O)Nc2nc3c(s2)CCCC3)c2ccccc2n1	93	2	3	1.0	3	95	3	11	91
O=C(Nc1ccn(C2CC(OC(=O)c3ccccc3)C(CO)O2)c(=O)n1)c1ccccc1 (centres undefined)	99	9	3	-0.4	2	96	1	12	102
CCCOC(=O)c1ccc(NC(=O)CSC2=Nc3ccccc3C3CC=NN23)cc1 (centres undefined)	100	4	5	-6.0	2	90	0	2	94
O=[N+]([O-])c1ccc(/C=N/n2c(C3CCCCC3)n[nH]c2=S)cc1	101	2	-30	-0.9	-30	98	1	-6	.
CC(NC(=O)c1ccc(CS(=O)(=O)c2cccc(C(F)(F)F)c2)o1)c1ccc2c(c1)OCCO2 (centres undefined)	107	1	4	-0.8	1	96	5	-12	118
COc1ccc(OC)c(S(=O)(=O)NCC(c2cccs2)N2CCc3ccccc3C2)c1 (centres undefined)	106	-5	0	3.3	1	109	2	2	106
O=C(c1sc2cc(F)ccc2c1Cl)N1CCN(c2cccc(Cl)c2)CC1	109	3	-1	1.1	6	111	0	13	114
CCOC(=O)c1cccc(NC(=O)C2CCCN(c3nnc(N4CCCC4=O)s3)C2)c1 (centres undefined)	96	6	3	0.1	0	82	5	-5	96
O=C(NCC(c1ccco1)N1CCc2ccccc2C1)C(=O)Nc1ccccc1 (centres undefined)	107	5	4	-0.3	2	104	0	0	95
O=C(CCC1CCCN(Cc2cccc3c2OCO3)C1)NCc1ccc(F)c(F)c1 (centres undefined)	103	-1	0	-0.5	5	100	0	4	99
O=C(NCCc1nc2ccccc2[nH]1)/C(=C/c1ccco1)NC(=O)c1ccc(Br)o1	99	-1	-4	3.8	6	111	0	40	102
COc1ccccc1C(c1c(N)n(C)c(=O)n(C)c1=O)C(C)[N+](=O)[O-] (centres undefined)	98	-3	2	-1.0	4	91	0	-11	104
COc1ccc(CN2CCN(Cc3ccco3)CC2)cc1OC	100	-8	-3	-0.8	-5	104	3	9	98
O=C(CCCN1C(=O)c2ccccc2C1=O)NCCCn1ccnc1	75	0	3	-0.5	10	124	2	10	96
COc1cc(C(=O)NCC(c2ccccc2)N(C)C)ccc1OCc1c(C)noc1C (centres undefined)	103	4	6	.	4	91	0	1	101
O=C(Nc1nnc(C(F)(F)F)s1)c1cccnc1	102	-5	9	-0.1	3	126	0	7	103
Cc1ccccc1C(=O)NCC(=O)N1CCN(c2ccccn2)CC1	105	4	.	.	.	94	0	10	110
O=C(CCc1nc2ccccc2s1)OCC(=O)c1ccccc1	100	3	-7	-0.4	1	93	1	42	94
CC1(C)Cc2c(sc(NC(=O)COc3ccc(Cl)cc3)c2C#N)C(C)(C)N1	110	0	-4	-0.7	2	87	0	26	114
CC(=O)NCCN=C(C)c1sc2ccccc2c1O	98	11	15	0.1	7	116	0	-5	100
COc1cccc(N2CC(C(=O)Nc3nnc(SCC(=O)Nc4ccc(NC(C)=O)cc4)s3)CC2=O)c1 (centres undefined)	96	5	5	-4.1	5	98	1	12	98
N#Cc1ccc(-c2ccc3c(c2)OCO3)nc1SCC(=O)OCc1ccccc1	.	-12	-9	-2.8	-8	98	0	-19	102
CCN(CC)C1CCN(Cc2cn[nH]c2-c2ccc(OC)c(F)c2)C1 (centres undefined)	108	-7	0	2.3	4	117	0	-2	100
COc1ccc(-c2c(C)n([O-])c(C)c(C)[n+]2=O)cc1OC	108	0	8	1.0	3	99	3	-7	105
CCOC(=O)C1CCN(Cc2ccc(C(=O)OC)cc2)CC1	104	3	0	-1.3	2	94	0	3	102
CC1=NN(c2ccccc2)C(=O)C1/C=C1/NC(=S)NC1=O (centres undefined)	101	-5	-5	-4.7	1	78	0	2	98
C=C(C)CSc1nnc(-c2cccc(S(=O)(=O)N(C)C)c2)n1-c1cc(OC)ccc1OC	101	-3	-13	1.1	-5	110	0	-3	107
O=C1Nc2ccccc2O/C1=C\c1ccccc1	92	1	13	1.3	5	101	0	-3	98
Cc1cc(N2CCN(C)CC2)nc2ccc(NC(=O)CCC(=O)NCCCOC(C)C)cc12	100	1	-1	-0.7	1	99	93*	29	104
Cc1ccsc1C(=O)N1CCCC(CO)(Cc2ccccc2)C1 (centres undefined)	99	4	5	-1.1	6	96	45*	7	93
COc1ccc(S(=O)(=O)N(C)CC(=O)NCCC2=CCCCC2)cc1OC	98	9	11	-0.5	3	103	5	0	101
CN1CCN(S(=O)(=O)c2ccc(-c3noc(C4CCN(S(C)(=O)=O)CC4)n3)cc2)CC1	101	2	8	0.2	5	86	0	-1	98
COc1ccc2c(CC(=O)OCC(=O)Nc3cccc(S(N)(=O)=O)c3)coc2c1	108	7	4	-3.4	5	100	0	7	100
O=C(CC1N=C2c3ccccc3N=C(SCc3ccc(Cl)cc3)N2C1=O)NCc1ccco1 (centres undefined)	102	39*	30	.	24	123	9	1	103
CC(C)C(C)NC(=O)COC(=O)c1cccc(C(=O)OCC(=O)NC(C)C(C)C)n1 (centres undefined)	92	3	4	-0.6	-3	116	0	-5	100
COCCCN1C(=O)C(=O)/C(=C(/O)c2ccc(S(=O)(=O)N3CCOCC3)cc2)C1c1cccc(Cl)c1 (centres undefined)	105	7	4	0.3	5	90	4	-4	97
CCN(C(=O)c1cnc(NC(C)C)cc1C(F)(F)F)c1ccc(Cl)cc1	95	0	-10	0.0	-8	98	1	6	96
Cc1cc(CNCc2c(C(=O)N(C)Cc3ccccc3)nc3ccccn23)nn1C	103	4	3	2.3	3	99	2	11	109
CC(C)NC(=O)CSc1nc(-c2cccs2)cc(-c2ccccc2)c1C#N	89	-6	2	-1.0	5	103	8	21	89
CCOc1ccc(N(CC(=O)Nc2cccc(F)c2)S(=O)(=O)c2c(C)noc2C)cc1	105	4	-4	-0.8	2	101	1	35	104
O=c1oc2ccc3ccccc3c2cc1-c1nnc(-c2ccccc2)o1	.	-4	3	-2.9	6	112	0	-3	81
O=C(Nc1ccc2c(c1)CCC2)c1ccc(Br)s1	99	8	4	2.2	4	85	7	10	97
Cc1ccccc1C(=O)N1CCC(C(=O)Nc2ccccn2)CC1	104	-11	-7	3.0	-2	96	1	51*	91
COc1ccc(NC(=O)CCS(=O)(=O)c2cccc3nonc23)cc1Cl	105	1	3	-1.6	8	98	0	-3	107
CN1CCN(c2cc(C(F)(F)F)nc3ccc(F)cc23)CC1	114	0	8	0.0	3	96	1	4	98
N#C/C(=C1\CCCN1)c1nc2ccccc2c(=O)[nH]1	102	4	5	0.3	2	87	0	-6	101
COc1ccc(NS(=O)(=O)c2cccc(C(=O)NNC(=O)c3ccc(=O)[nH]c3)c2)cc1	97	5	-8	.	2	86	0	14	97
CC1CC(C)CN(S(=O)(=O)CCNC(=O)c2ccccc2)C1 (centres undefined)	102	12	1	3.0	0	103	1	28	103

Continuation:
SMILES	AGP1-GFP MLPCN	GLD-1 TGE inh	MCL1 BIM primary	MEX-5 binding	BCLXL inh	CR mimetic SO	GRK2 inh	VLA-4 inh	CIT2-GFP yeast
COc1ccc(N2CC(C(=O)Nc3cccc(OC(C)C)c3)CC2=O)cc1 (centres undefined)	87	3	-1	1.1	-3	101	0	31	91
Cc1ccc(C2C(C#N)=C(N)N(N(C)C)C3=C2C(=O)CCC3)cc1 (centres undefined)	104	7	6	-1.2	7	101	1	2	106
Cc1ccc(C(=O)OCC(=O)c2ccc(CC(=O)N3CCOCC3)s2)cc1C	89	0	6	.	-2	98	0	12	94
CC(Oc1ccc(Cl)cc1Cl)C(=O)Nc1ccc2oc(-c3ccncc3)nc2c1 (centres undefined)	100	17	3	-0.3	6	113	0	27	98
N#C/C(=C/c1ccc(CNS(=O)(=O)c2ccccc2)o1)C(=O)NCc1ccccc1	90	-4	1	?	5	96	1	11	96
Cc1[nH]c2ccccc2c1C(=O)C(=O)Nc1ccc2c(c1)OCO2	101	-8	-5	-0.5	-2	84	4	3	98
COc1cc(C(CCN2CCCC(C)C2)c2c(OC)cc(OC)c3c2OC(=O)CC3c2ccc(N(C)C)cc2)cc(OC)c1OC (centres undefined)	108	6	1	0.9	3	99	0	11	99
Cc1cc(Br)ccc1NC(=O)CN(C)C(=O)c1cc([N+](=O)[O-])ccc1N1CCOCC1	108	-1	-10	1.3	-17	111	1	6	96
C=C(C)COc1ccc(-c2n[nH]c(C)c2-c2ccc(OC)c(OC)c2)c(O)c1	106	2	4	-0.2	6	107	0	11	100
C=CCn1c(-c2ccc(Cl)cc2)c[nH]c1=S	96	2	-13	-1.9	-34	114	2	38	90
O=C(COC(=O)c1cc(S(=O)(=O)N2CCOCC2)ccc1Cl)NCc1ccccc1	105	-3	.	.	.	81	2	6	111
O=C(CNS(=O)(=O)c1ccc(Br)cc1)N1CCN(c2ccc(F)cc2)CC1	96	6	7	-1.0	3	106	2	4	100
CN(C(=O)COC(=O)/C=C/c1ccc(Cl)c(Cl)c1)c1c(N)n(Cc2ccccc2)c(=O)[nH]c1=O	103	4	-3	-2.6	-2	107	0	26	95
Nc1nc(NCc2ccco2)nn1-c1ccccc1	104	-7	3	1.9	1	107	0	13	99
NCCCCCC(=O)O	86	-1	14	.	3	103	0	-7	86
Cc1ccc(C)c(S(=O)(=O)N2CCN(C(=O)c3ccccc3Cc3ccccc3)CC2)c1	90	1	5	-1.6	3	94	1	-2	95
CSc1ncccc1C(=O)OCC(=O)Nc1ccc2c(c1)OCO2	105	8	-2	0.6	7	90	0	-3	91
COC(=O)c1ccc(COC(=O)C2CC(O)CN2S(=O)(=O)c2ccc([N+](=O)[O-])cc2)cc1 (centres undefined)	95	7	-16	.	-9	125	1	12	101
COc1cccc(OCCNc2cc(N3CCOCC3)ccc2[N+](=O)[O-])c1	97	7	6	1.6	4	95	2	-25	97
O=C1OC(N2C(=O)CC[C@H]2C(=O)NCC2CCCO2)c2ccccc21 (some centres undefined)	96	4	0	1.1	1	112	0	1	101
Cc1ccc(C)c(C(=O)COC(=O)c2cc(Cl)nc3ccccc23)c1	102	4	8	-0.8	7	119	0	-4	101
CCn1c(O)c(C=Nc2ccccc2)sc1=S	108	-16	-12	-3.3	-11	91	0	0	100
CN(Cc1ccccc1)Cc1c(O)ccc2ccccc12	105	-2	4	-2.6	3	95	0	16	101
O=C(O)CCN(CCC(=O)O)c1ccccc1	102	2	14	1.3	10	88	1	10	102
